Diaph act CS = compounds boosting diaphorase resazurin reduction – biochemical, uHTS, resorufin fluorescence, counter-screen for diaphorase-coupled primary assays, primary screen; Diaphorase/resazurin coupled assay, 16 min; active compounds read high; 1 = vehicle wells, 0 = NADH-free wells; activation factor at 20 µM; 190,000 tested, 0.005% active;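 active = diaphorase activity raised at least twofold by the compound at 20 µM; inactive = activation factor below 2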
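Material: purified diaphorase enzyme from Clostridium kluyveri; Also added: 0.114 mM NADH and 0.1 mM resazurin, final amounts; Doses: single compound dose of 20 µM, 1% DMSO final; Times: 16 min enzyme reaction, ambient temperature; Detection: resorufin fluorescence, excitation 544 nm, emission 590 nm; Measure: increased resorufin signal from activators or reducing compounds.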
Redox H2O2 prof = compounds producing H2O2 with reducing agent – biochemical, NIH compound library profiling, artefact control for MLSCN library redox annotation, primary screen | DTT-dependent redox cycling H2O2, phenol red/HRP absorbance; 100% = 100 µM peroxide control, 0% = buffer | activation, % at 10 µM | 200,000 tested, 0.03% active | AID 878, 2007;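 active = activation of at least 50% relative to the plate's high and low controls in the primary single-dose screen; inactive = activation below 50%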;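 note: compound incubated with DTT at 0.8 mM final as the reducing agent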
Diaphorase inh = diaphorase inhibitors and chemical oxidizers, primary screen, counter-screen for diaphorase-coupled primary assays, biochemical, uHTS, resorufin fluorescence | 190,000 tested, 0.69% active | inhibition, % at 20 µM | diaphorase resazurin-to-resorufin fluorescence, NADH, 16 min; bacterial (C. kluyveri) enzyme, not human | AID 1217, 2008;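 active = primary screen inhibition at 20 µM above a set limit, cut at about 50% in these data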;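 note: plate controls were DMSO with full reaction for no effect and wells lacking NADH for full effect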
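Detection: fluorescence of resorufin formed from resazurin, Ex 544/Em 590 nm; test system: Clostridium kluyveri diaphorase enzyme; amount: 0.14 U/mL diaphorase, enzyme working solution; times: 16-min room-temperature incubation before reading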
G6PDH counter = L. mesenteroides G6PDH inhibitors, counter-screen for G6PDH-coupled screening assays, biochemical, Leuconostoc mesenteroides enzyme. 200,000 tested, 0.12% active. inhibition, % at 5 µM. Purified L. mesenteroides G6PDH, diaphorase/resazurin coupled fluorescence, 45 min. AID 1020, 2008
TLR4 MyD88 comp = inhibitors of TLR4-MyD88 association in cells, primary screen, cell-based, HeLa CL3-4, BLA complementation, FRET ratio | inhibition, % at 8.4 µM | 200,000 tested, 0.18% active | HeLa CL3-4 TLR4/MyD88 BLA complementation | Toll-like receptor 4 (Homo sapiens) + Myeloid differentiation primary response protein …; in the data active = inhibition above about 25%;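 note: 0% = vehicle and 100% = reference inhibitor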
S1P3 antag = S1P3 receptor antagonists, primary screen, cell-based. CHO S1P3 NFAT-BLA reporter, FRET fluorescence, antagonist mode. AID 485, 2006. Sphingosine 1-phosphate receptor 3 (Homo sapiens), Q99500. 170,000 tested, 0.27% active. inhibition, % at 4.98 µM;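 active = inhibition above the plate cutoff, the mean inhibition of test wells on that plate plus 3 SD, cut at about 28% in these data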;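 note: cells challenged with S1P at its EC80 of 0.8 µM; blue over green emission ratio from cleaved BLA substrate after 4 h stimulation; 0% = S1P-stimulated wells and 100% = unstimulated DMSO-only wells; some compounds past the cut are filed as inactive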
Target sequence (Q99500 whole entry, looked up): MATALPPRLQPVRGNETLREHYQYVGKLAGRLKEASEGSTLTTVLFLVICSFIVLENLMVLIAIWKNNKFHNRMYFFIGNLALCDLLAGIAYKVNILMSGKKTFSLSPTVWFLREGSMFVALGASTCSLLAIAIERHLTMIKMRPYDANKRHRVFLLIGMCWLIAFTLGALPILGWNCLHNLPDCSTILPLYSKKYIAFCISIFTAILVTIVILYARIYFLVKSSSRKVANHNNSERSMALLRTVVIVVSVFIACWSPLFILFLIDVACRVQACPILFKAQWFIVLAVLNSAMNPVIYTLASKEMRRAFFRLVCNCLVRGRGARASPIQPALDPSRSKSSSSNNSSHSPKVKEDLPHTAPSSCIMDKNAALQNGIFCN
Hsp70 act = Hsp70 transcriptional activators, primary screen, cell-based, HeLa, Hsp70 promoter luciferase, luminescence, 10 µM. HeLa Hsp70 promoter luciferase reporter; scaled: vehicle 0, proteasome-inhibitor control 100%. activation, % at 10 µM. 200,000 tested, 0.04% active. AID 1203, 2008;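 active = activation above the mean across all tested compounds plus 3 SD, cutoff set per campaign, cut at about 5.5% in these data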;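 note: 100% = MG132 at 30 µM as the positive control and 0% = DMSO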
Lmaj promast = Leishmania major promastigote growth inhibition, primary screen. Leishmania major promastigotes, resazurin fluorescence viability. inhibition, % at 10 µM. 200,000 tested, 9% active;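 note: promastigotes grown with compound for 44 hours at 28 °C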
PMI act hi M6P = human PMI activators, high substrate, primary screen, biochemical, fluorescence intensity, near-saturating mannose 6-phosphate; Mannose-6-phosphate isomerase (Homo sapiens), P34949; activation factor at 20 µM; 190,000 tested, 0.34% active; coupled PMI enzyme assay, resazurin fluorescence, 20 min; active compounds read high; 1 = untreated enzyme, 0 = substrate-free blank;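 active = activation factor of 2 or more at 20 µM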
Target sequence (P34949 whole entry, looked up): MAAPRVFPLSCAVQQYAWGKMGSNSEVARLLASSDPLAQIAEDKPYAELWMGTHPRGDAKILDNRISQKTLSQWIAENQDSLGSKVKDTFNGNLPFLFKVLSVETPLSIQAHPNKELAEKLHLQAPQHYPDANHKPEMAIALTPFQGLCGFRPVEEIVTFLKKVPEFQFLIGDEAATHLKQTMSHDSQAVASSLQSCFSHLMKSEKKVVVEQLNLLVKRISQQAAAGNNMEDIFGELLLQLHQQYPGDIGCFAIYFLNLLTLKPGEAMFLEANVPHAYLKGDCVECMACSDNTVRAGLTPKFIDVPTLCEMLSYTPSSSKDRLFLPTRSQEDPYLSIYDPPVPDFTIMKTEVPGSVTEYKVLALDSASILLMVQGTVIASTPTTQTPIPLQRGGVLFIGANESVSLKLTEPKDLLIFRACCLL
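test system = human PMI in coupled enzyme assay | medium = HEPES-buffered pH 7.4 with magnesium and detergent | also added = 1.0 mM mannose-6-phosphate substrate with 0.22 mM NADP+ | compound = 20 µM single dose | times = 20 min incubation at room temperature | measured by = resorufin fluorescence (Ex 544/Em 590 nm) from resazurin via diaphorase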
RAM inhibit = inhibitors of the yeast RAM network, primary screen, dse1pr::URA3 reporter, 5-FOA selection; inhibition, % at 50 µM; 190,000 tested, 1.8% active; S. cerevisiae dse1pr::URA3 reporter, 5-FOA growth OD615, 2 d; analog-sensitive cbk1-as2 kinase mutant strain;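 active = inhibition above a set limit, 3 SD over mean compound inhibition, cut at about 8.4% in these data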;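 note: 0% = DMSO-only wells with no growth and 100% = 10 µM 1-NA-PP1 full growth; inhibition rescues growth on 5-FOA so higher OD means more RAM inhibition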
PMI activator = activators of human PMI, primary screen, biochemical, fluorescence intensity, near-Km mannose 6-phosphate; purified human PMI, coupled resazurin fluorescence, 20 min; active compounds read high; 1 = vehicle control, 0 substrate-free wells; 190,000 tested, 0.005% active; activation factor at 20 µM;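 active = activation factor of 2 or more at 20 µM, relative to plate controls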
* hit, by the source's call; . = not tested or not shown. Cut-off read from the data, not from the text of the source, unless noted: active = inhibition above about 50%; inactive = the rest.

SMILES	Diaph act CS	Redox H2O2 prof	Diaphorase inh	G6PDH counter	TLR4 MyD88 comp	S1P3 antag	Hsp70 act	Lmaj promast	PMI act hi M6P	RAM inhibit	PMI activator
COc1cccc2c1OC1(C)CC2/C(=C(\C)O)C(=O)N1 (stereo unspecified)	1	0.3	2	1	8	3	-0.1	-2	1.1	1.3	1
O=C1Nc2ccccc2OC1CC(=O)N1CCN(c2cccc(C(F)(F)F)c2)CC1 (stereo unspecified)	0.9	1.4	14	-6	3	0	0.1	3	1	0.9	1
O=C(OCn1nnc2ccccc2c1=O)c1ccc(O)cc1	0.8	-0.4	24	-4	-5	-11	0.3	-5	0.9	0.8	0.9
CCC(C(=O)O)N1C(=O)/C(=C/c2cccn2C)SC1=S (stereo unspecified)	0.9	0.1	13	13	-20	-1	-0.3	-9	0.8	6.0	0.8
N#C/C(=C\c1ccc(C(=O)O)cc1)S(=O)(=O)c1cc(Br)ccc1Br	0.9	-1.6	6	-1	0	-7	-0.1	-9	1	6.2	1.1
CC1CCOC(c2coc3ccccc3c2=O)O1 (stereo unspecified)	1.1	-1.1	-10	3	-4	11	0.0	12	1.1	2.9	1.2
CCNC(=S)NS(=O)(=O)c1ccc(C)cc1	0.8	-0.2	20	4	-3	-19	-0.1	3	1.1	-1.1	1
Cc1cccc(C)c1NC(=S)NC(=O)CCc1ccccc1	0.8	-8.0	15	11	11	.	-0.1	93*	1	2.0	0.9
CC(C)(C)n1ncc2c(=O)n(CC(=O)c3ccccc3)cnc21	1	2.3	1	9	7	5	1.0	1	1	-1.5	1
O=C(/C=C/c1ccccc1[N+](=O)[O-])Nc1cccnc1	0.9	0.5	12	-5	-6	-3	0.2	2	0.9	1.9	0.9
N#Cc1c(NC(=O)CCN2C(=O)c3ccccc3C2=O)oc(-c2ccccc2)c1-c1ccccc1	0.8	-0.1	16	4	2	31	-0.5	1	1	9.5*	1
Cc1c(C2C(C#N)=C(N)N(c3cccc([N+](=O)[O-])c3)C3=C2C(=O)CCC3)cnn1C (stereo unspecified)	0.7	-0.7	27	5	2	14	-0.2	0	0.9	0.7	1
COC(=O)CSc1nnnn1-c1cccc2ccccc12	1.1	1.5	-7	4	-11	-50	-0.4	-7	1	0.4	1
O=C(CSc1ccc(-c2ccccn2)nn1)c1ccc([N+](=O)[O-])cc1	0.9	-0.5	11	14	2	-10	0.0	1	1.1	2.5	1
C[N+]1(CCN2C(=O)C3CC=C(Cl)CC3C2=O)CCOCC1 (stereo unspecified)	1	-2.8	-4	-3	-2	-64	-0.1	0	1	1.2	1
O=C(N/N=C/c1ccncc1)c1ccc(COc2cccc3cccnc23)cc1	1.2	-1.8	-17	-4	-9	-6	0.3	2	0.9	0.7	1.2
CCS(=O)(=O)NCc1csc(C)n1	0.9	-1.7	7	-2	-6	-30	-0.2	-10	1	1.4	1
O=C(c1ccc(F)cc1)N1CCN(C2CCC(c3ccccc3)CC2)CC1 (stereo unspecified)	0.8	-0.2	15	24	2	-4	-0.4	92*	1.1	-0.1	1
CCCC(=O)Nc1ccccc1NC(=O)c1ccc(OC)cc1	0.9	-0.3	5	6	-4	-32	0.1	9	1	1.8	1
Cc1ccccc1OCC(O)Cn1c(Br)nc2c1c(=O)n(C)c(=O)n2C (stereo unspecified)	1	-0.4	4	4	16	-10	-0.5	1	1	1.3	1.1
Cc1cc(=O)n(CCC(=O)O)c2ccccc12	1.2	-0.6	-21	13	-3	.	-0.1	-6	1.2	0.9	1.2
Cc1cc(C)n(-c2cccc(C(=O)O)c2)n1	0.9	-0.8	14	7	11	-6	-0.2	-11	1	0.0	0.9
COc1cc(OC)c(-n2cc(-c3ccc(Cl)cc3)[nH]c2=O)cc1Cl	0.9	0.5	8	1	-2	10	-0.3	-7	0.7	3.2	1.1
O=C(Nc1ccc(-c2nnc(-c3ccccc3)o2)cc1)C1CCCO1 (stereo unspecified)	0.8	0.8	23	-2	2	-3	0.2	0	0.9	2.5	0.8
Clc1ccccc1N/N=C/c1ccc2c(c1)OCO2	1	0.5	-4	-2	0	-3	-0.4	-6	1.1	-0.1	1.1
CN(c1ccc(C(=O)NCc2cccs2)cc1)S(=O)(=O)c1ccccc1	0.9	-1.0	7	1	11	3	-0.3	10	1	2.5	1
COc1cc(NC(=O)C(F)(F)F)cc(OC)c1	0.8	1.3	15	3	-5	9	0.1	0	1	2.2	1
C=CCn1c(=O)/c(=C\c2ccsc2)s/c1=C(/C#N)C(=O)NCCN1CCOCC1	0.8	0.4	17	-44	-8	2	0.2	19	0.9	1.8	0.8
Cc1ccc2nc(/C(C#N)=C\c3cc(O)ccc3[N+](=O)[O-])[nH]c2c1	0.8	1.5	24	4	13	15	-0.6	-3	0.6	4.5	0.9
O=C(NCc1ccncc1)Nc1ccccc1	0.9	0.2	6	3	7	.	-0.1	3	1	0.7	1
Cc1ccc(SCCC(=O)Nc2ccc(OCc3ccccc3)cc2)cc1	0.9	0.0	7	10	-5	-14	-0.4	-3	1	6.1	0.9
O=C1/C(=C/c2ccccc2[N+](=O)[O-])COc2ccccc21	0.9	-0.4	12	4	14	17	2.2	100*	0.9	-0.7	0.9
CC(C(=O)NCC1CCCCC1)N(C)Cc1ccc(Cl)cc1 (stereo unspecified)	0.9	-0.4	10	2	4	12	-0.2	-4	0.9	0.6	0.9
COc1ccccc1NC(=O)CN(c1ccc(C23CC4CC(CC(C4)C2)C3)cc1)S(C)(=O)=O	0.9	-7.2	15	2	7	.	0.1	79*	0.9	4.0	0.9
COCCNC(=O)c1ccc2c(c1)nc(C)n2-c1cc(OC)c(OC)c(OC)c1	1	0.5	4	8	4	-28	0.5	-3	1	1.3	1
CC1=C(C)C(=O)OC(C(C)C2CCC3C4CC=C5CC(OC6OC(COC7OC(CO)C(O)C(O)C7O)C(O)C(O)C6O)CC(O)C5(C)C4CCC23C)C1 (stereo unspecified)	0.8	0.5	20	7	-15	6	-0.2	-11	1	0.3	1

Three entries out of the list, sorted by length of the SMILES, high to low.
SMILES	Diaph act CS	Redox H2O2 prof	Diaphorase inh	G6PDH counter	TLR4 MyD88 comp	S1P3 antag	Hsp70 act	Lmaj promast	PMI act hi M6P	RAM inhibit	PMI activator
CC1=C(C)C(=O)OC(C(C)C2CCC3C4CC=C5CC(OC6OC(COC7OC(CO)C(O)C(O)C7O)C(O)C(O)C6O)CC(O)C5(C)C4CCC23C)C1 (stereo unspecified)	0.8	0.5	20	7	-15	6	-0.2	-11	1	0.3	1
COCCNC(=O)c1ccc2c(c1)nc(C)n2-c1cc(OC)c(OC)c(OC)c1	1	0.5	4	8	4	-28	0.5	-3	1	1.3	1
CC(C(=O)NCC1CCCCC1)N(C)Cc1ccc(Cl)cc1 (stereo unspecified)	0.9	-0.4	10	2	4	12	-0.2	-4	0.9	0.6	0.9

Next section.
SMILES	Diaph act CS	Redox H2O2 prof	Diaphorase inh	G6PDH counter	TLR4 MyD88 comp	S1P3 antag	Hsp70 act	Lmaj promast	PMI act hi M6P	RAM inhibit	PMI activator
CC1(C)CC(=O)C(C=NCCN2CCN(C3CC(=O)N(c4ccc(F)cc4)C3=O)CC2)=C(O)C1 (stereo unspecified)	0.9	-0.9	9	7	-19	-4	0.0	-3	1	1.5	1
O=C(O)/C=C/C(=O)NNC(=O)c1ccccc1Br	1	-0.2	-2	8	-1	.	-0.4	-4	1.2	0.1	1
COc1cccc(NC(=O)CN2C(=O)C3(OCCCO3)c3ccccc32)c1	0.9	1.7	10	2	-4	-18	-0.2	-5	1	1.2	1
Cc1ccc(C(=O)CSc2cnc3ccccc3n2)cc1C	0.8	-0.3	17	-2	-11	11	-0.4	-4	0.9	4.5	0.9
CCOC(=O)C1=NN(c2ccc([N+](=O)[O-])cc2)CC1C(=O)OC (stereo unspecified)	1	-0.1	1	-5	4	6	-0.1	-6	1	1.2	1
Cc1c(N=c2scc(-c3ccccc3)n2CCO)c(=O)n(-c2ccccc2)n1C	0.9	0.1	9	6	0	-15	-0.2	-5	1	-0.8	1
CC(C)(C)OC(=O)N/N=C/c1c[nH]c2ccccc12	0.9	-0.8	8	3	-3	-18	0.1	2	1	0.3	1
CC(C)(C)OC(=O)N/N=C\C=C\c1ccc2c(c1)OCO2	1	-0.3	0	-11	-5	-6	-0.4	10	1	2.8	1
CCc1ccc2oc(=O)cc(CN3CCN(c4ccc(F)cc4)CC3)c2c1	1	-0.2	-3	3	-2	30	-0.5	4	1	1.0	1
Cc1c(C(=O)Oc2cccc3ccccc23)cnn1-c1ccccc1	0.8	-0.2	18	-5	-8	.	0.4	7	0.9	8.6*	0.9
Cn1c(=O)[nH]c(=O)c2c1nc(N1CCCCCC1)n2CCN1CCCCCC1	1	-2.3	-4	3	0	.	0.5	-5	1	1.4	1.2
C=CCn1c(C(C)NC(=O)C(C)(C)C)nc2ccccc21 (stereo unspecified)	0.8	1.0	16	13	7	.	-0.1	3	0.9	1.5	1
Cn1c(N)c(S(=O)(=O)N2CCN(Cc3ccccc3)CC2)c(=O)n(C)c1=O	0.9	0.1	12	-1	13	-19	-0.5	-2	1	-0.6	1
CN1CCN(C(=S)NC(=O)c2ccc(S(=O)(=O)N3CCOCC3)cc2)CC1	0.9	-0.7	9	-5	-13	-20	-0.3	9	1	0.0	0.9
CCC(C)NC(=O)CC1Oc2ccc(C)cc2NC1=O (stereo unspecified)	1	-0.1	5	-13	0	-18	-0.3	-10	1	-0.5	1
COc1ccc(N2Cc3ccccc3/C2=N\C(=O)Nc2ccccc2)cc1	0.9	-1.4	9	3	-2	8	-0.2	16	1.1	-0.6	1
O=C(COc1ccc2oc(-c3ccccc3)cc(=O)c2c1)NCc1ccco1	0.9	-3.3	13	7	-14	-4	-0.1	-1	1	4.4	1

Compound activity from PubChem.
